# EWS-Fli inh: EWS/Fli-driven NR0B1 reporter inhibitors, primary screen, A673 cells, NR0B1 luciferase, luminescence, MLPCN library. inhibition, % at 12.6 µM. AID 651661, 2012. viability-normalised. actives 0.67% (n = 350,000);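 active means mean inhibition of at least 50% after viability correction, with every replicate also passing that limit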;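 further: firefly luciferase signal divided by Alamar Blue viability fluorescence both relative to DMSO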
# FN deposit inh: inhibitors of fibronectin matrix deposition, primary screen, AH1F cells, Alexa488-fibronectin fluorescence, plate reader; actives 0.086% (n = 350,000); inhibition, % at 12.6 µM; AH1F fibroblasts, overnight; AID 743247, 2014;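 active means mean inhibition across replicates of 30% or more, regardless of how many single replicates reach that level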;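 further: positive control wells lacked labelled fibronectin entirely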
#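 Test system: AH1F fibroblast monolayer depositing Alexa488-labelled fibronectin into matrix. Input: 10000 cells per well. Technique: fluorescence, ex 485 nm, em 525 nm. Buffer or medium: DMEM plus 2% serum, read in PBS. Timing: 1 h cell adhesion before compound, then overnight fibronectin incubation. Compound: single dose, pinned. Read-out basis: inhibition from reduced deposited-fibronectin fluorescence.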
# E-sel inducer: E-selectin induction in HUVECs, primary screen, imaging, HUVEC, immunofluorescence imaging, single point. P16581. normalized: neutral wells 0, TNF-alpha wells 100. activation, % at 7.58 µM. actives 0.37% (n = 260,000);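 active means mean E-selectin-positive cell signal at least 10% of the positive control, reached in at least 60% of replicates, without over 20% cell loss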;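 further: in these data hits start at about 27%; measured in HUVEC primary endothelial cells; signal is the percent of cells scored E-selectin positive by PE staining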
#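 Test system: HUVEC; input: 3,000 HUVEC/well; measured by: immunofluorescence imaging; read-out: % PE-positive cells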
# RAD52 inh: RAD52 DNA annealing inhibitors, primary screen, biochemical, FRET, single point, set 2 | AID 651710, 2012 | DNA repair protein RAD52 homolog (Homo sapiens), P43351 | actives 0.46% (n = 360,000) | inhibition, % at 18.7 µM | recombinant RAD52 DNA annealing, FRET fluorescence;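 active means every replicate showing at least 50% inhibition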
# Xi reactivation: activators of inactive X chromosome reactivation, primary screen, imaging, XiGFP fibroblasts, GFP high-content imaging, set 2; XiGFP mouse fibroblasts, % GFP-positive cells imaging, 3 d; cells co-treated with 5-aza-dC sensitizer; scaled so ellipticine positive control = 100%; activation, % at 7.58 µM; actives 0.055% (n = 360,000);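 active means mean normalized replicate activation at least 10% and every replicate at or above 10%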;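 further: 0% = median of on-plate neutral control wells and 100% = ellipticine 6 µM median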
#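 Assay system: SV40-immortalized XiGFP fibroblast cells, line 68-5-11; buffer or medium: DMEM plus 5-aza-dC sensitizer; compound: one concentration, pinned; timing: compounds 3 days, fix/stain 15 min at room temperature; benchmarks: positive control ellipticine, 6 µM final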
# RAD54 branch: inhibitors of human RAD54 branch migration, primary screen, biochemical, fluorescence, single point | inhibition, % at 10.4 µM | DNA repair and recombination protein RAD54-like (Homo sapiens), Q92698 | actives 0.14% (n = 360,000) | RAD54 Holliday junction branch migration, FAM/BHQ fluorescence;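 active means mean normalized replicate activity at least 40 and at least half of replicates scoring 40 or more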;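 further: 0% = median of neutral control wells and 100% = median of positive control wells; inhibitors cause a drop in the FAM fluorescence signal; in these data hits start at about 50%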
# Target sequence (Q92698 whole entry, looked up): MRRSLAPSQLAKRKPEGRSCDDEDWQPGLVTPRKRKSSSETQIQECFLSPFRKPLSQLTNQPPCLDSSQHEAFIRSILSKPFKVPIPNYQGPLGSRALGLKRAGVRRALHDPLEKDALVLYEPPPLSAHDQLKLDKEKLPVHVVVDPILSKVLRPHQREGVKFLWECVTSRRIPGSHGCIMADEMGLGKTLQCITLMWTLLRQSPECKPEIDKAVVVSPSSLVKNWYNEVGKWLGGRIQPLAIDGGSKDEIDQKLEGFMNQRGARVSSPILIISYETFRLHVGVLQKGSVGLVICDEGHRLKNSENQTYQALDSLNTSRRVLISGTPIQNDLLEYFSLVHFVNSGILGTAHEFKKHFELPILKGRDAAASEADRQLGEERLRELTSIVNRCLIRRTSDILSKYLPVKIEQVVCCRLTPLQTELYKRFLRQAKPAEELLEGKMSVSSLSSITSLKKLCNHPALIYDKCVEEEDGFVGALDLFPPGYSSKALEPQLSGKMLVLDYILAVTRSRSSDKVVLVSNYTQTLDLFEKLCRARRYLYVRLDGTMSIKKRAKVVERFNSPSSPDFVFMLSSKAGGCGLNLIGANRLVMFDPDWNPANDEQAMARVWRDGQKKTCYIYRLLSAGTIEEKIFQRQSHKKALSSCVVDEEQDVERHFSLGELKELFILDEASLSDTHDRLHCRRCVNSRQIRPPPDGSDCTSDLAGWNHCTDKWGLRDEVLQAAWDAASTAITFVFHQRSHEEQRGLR
# S100A4 inh HTS: inhibitors of S100A4-myosin IIA peptide binding, primary screen, biochemical, fluorescence polarization, TAMRA-MyoIIA peptide; Protein S100-A4 (Homo sapiens), P26447; AID 652163, 2013; inhibition, % at 10.7 µM; actives 0.14% (n = 360,000);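 active means mean inhibition of at least 70% across replicates, with every replicate also reaching that level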
# Target sequence (P26447 whole entry, looked up): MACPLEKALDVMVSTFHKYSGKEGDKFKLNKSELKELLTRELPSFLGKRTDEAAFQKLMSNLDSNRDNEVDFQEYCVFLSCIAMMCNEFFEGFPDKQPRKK
#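 Material: S100A4 monomer (human). Medium: Calcium-containing HEPES buffer, pH 7.2. Probe or stimulus: labelled myosin peptide probe, 5 nM. Compound dosing: one concentration per compound. Timing: polarization read 5 min after assay mix addition, stable 5–60 min. Benchmarks: DMSO as neutral control, TFP as positive control.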
# esBAF inh: Bmi1 luciferase reporter increase in mESCs, primary screen, esBAF inhibitor project, mouse ES cells, Bmi1 luciferase knock-in, single point; 24 h; 100% = twice the neutral-well signal; reporter increase, % at 12.5 µM; actives 2% (n = 350,000); in the data active means activation above about 40%;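 further: 0% = median of the plate's neutral control wells and 100% = double that signal; a rise in the Bmi1 reporter signal indicates esBAF inhibition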
# The depositor's hits bear a star; / = no result given; & = joins results of further samples.
SMILES,EWS-Fli inh,FN deposit inh,E-sel inducer,RAD52 inh,Xi reactivation,RAD54 branch,S100A4 inh HTS,esBAF inh
O=[N+]([O-])c1cccc(COc2cccc(CN3CCOCC3)c2)c1,-10,2,-1.2,-11,0.0,-1,0,3
Cc1ccc(/C(O)=C2/C(=O)C(=O)N(CC(=O)O)C2c2ccc([N+](=O)[O-])cc2)cc1 (configuration not stated),-10,-5,0.0,-12,0.3,6,-7,4
CCOc1ccc(C(=O)CCC(=O)N(CC)CC(=O)NCc2cccs2)cc1,-7,-4,-0.2,-15,0.0,2,8,4
Cc1cc(C(=O)Nc2cccc3c2O[C@H](CN(C)Cc2ccc(Oc4ccccc4)cc2)[C@H](C)CN([C@@H](C)CO)C3=O)n(C)n1,9,/,-5.7,10,0.0,2,-64,-2
Cc1ccc(C(=O)N2CCN(c3nc4ccccc4n3C)CC2)cc1,10,5,-0.2,-16,0.3,1,-2,-3
CCCC#Cc1cnc2c(c1)C(=O)N([C@@H](C)CO)C[C@H](C)[C@H](CN(C)Cc1ccc3c(c1)OCO3)O2,13,/,0.0,14,1.3,0,1,-1
Cc1ccc(S(=O)(=O)N2CCCCC2)cc1NC(=O)CNCc1ccco1,10,-2,-0.5,-17,-0.2,-12,4,3
CC(C)C#Cc1cnc2c(c1)C(=O)N([C@H](C)CO)C[C@@H](C)[C@H](CN(C)C(=O)Cc1ccncc1)O2,0,3,0.1,8,0.3,-5,1,0
CC(C)NC(=O)CN1C(=O)CSc2ccc(S(=O)(=O)N3CCCC3)cc21,-2,7,/,2,0.0,-8,-5,12
CC(=O)c1c(C)[nH]c(C(=O)NCc2cccc(Cl)c2)c1C,1,/,/,-17,-0.1,/,-2,/
COc1ccc(CCNC(=O)CNC(=O)c2ccc3c(c2)OCO3)cc1OC,-12,4,0.6,-20,0.3,-7,1,-1
CCN(c1cccc(C)c1)S(=O)(=O)c1c(C)[nH]c(C)c1C(=O)N1CCCCC1,/,2,0.3,-11,0.0,17,-7,-3
COc1ccc(CCNC(=O)CSC(=O)c2ccccc2)cc1OC,-6,9,/,-10,-0.1,/,-2,/
C[C@@H]1CN([C@H](C)CO)C(=O)CCCn2nncc2CO[C@@H]1CN(C)S(=O)(=O)c1ccccc1C#N,-4&1,6&-8,-1.3&-0.1,1&2,0.7,4,-4&-6,-3
CCCC#Cc1ccc2c(c1)O[C@@H](CN(C)C(=O)C1CC1)[C@H](C)CN([C@@H](C)CO)S2(=O)=O,9,/,0.3,4,-0.4,5,3,0
CCn1c(SCC(=O)N2CCc3ccccc3C2)nc2sc(C)c(C)c2c1=O,4,0,0.0,-4,-0.1,-9,-7,/
COc1ccc(C(=O)OCC(=O)c2c(N)n(C)c(=O)n(C)c2=O)cc1OC,1,-11,0.2,-13,0.0,/,-15,/
C[C@H](CO)N1C[C@H](C)[C@H](CN(C)CC2CCCCC2)Oc2ccc(NC(=O)Cn3cnnn3)cc2CC1=O,0,1,0.2,5,-0.2,-7,1,-5
COc1cc(OC)cc(-c2cc3cc(F)ccc3cn2)c1,-104,-7,0.0,-9,-0.2,6,19,69*
NC(=O)COC(=O)c1cc(-c2ccco2)nc2ccccc12,0,-4,2.9,-39,-0.1,/,-4,-13

# Profiles, looked up by structure. Order of values: EWS-Fli inh	FN deposit inh	E-sel inducer	RAD52 inh	Xi reactivation	RAD54 branch	S100A4 inh HTS	esBAF inh
# COc1ccc(CCNC(=O)CSC(=O)c2ccccc2)cc1OC is listed as -6	9	/	-10	-0.1	/	-2	/
# COc1ccc(C(=O)OCC(=O)c2c(N)n(C)c(=O)n(C)c2=O)cc1OC is listed as 1	-11	0.2	-13	0.0	/	-15	/

# More entries follow.
SMILES,EWS-Fli inh,FN deposit inh,E-sel inducer,RAD52 inh,Xi reactivation,RAD54 branch,S100A4 inh HTS,esBAF inh
COc1ccccc1NC(=O)CCc1c(C)nc2c(-c3ccc(F)cc3)c(C)nn2c1C,-6,-1,-0.2,-3,0.7,-11,0,0
CC(=O)OCC1=C(C(=O)O)N2C(=O)C(NC(=O)CC(C)c3ccccc3)C2SC1 (configuration not stated),4,7,-1.2,-12,0.0,14,4,-5
CCOC(=O)c1c(-c2ccccc2)oc2cc(CN(C)C)c(O)c(CN(C)C)c12,15,/,/,-47,/,-3,-2,-62
COc1ccc(NC(=O)Nc2ccc3c(c2)CC(=O)N([C@H](C)CO)C[C@H](C)[C@@H](CN(C)CC2CCCCC2)O3)cc1,2,/,0.7,1,0.3,-1,10,3
N#Cc1cc([N+](=O)[O-])ccc1NC(=O)COC(=O)CCC1CCCCC1,14,7,0.1,-21,0.1,/,-2,/
O=S(=O)(Nc1ccc(-c2ccc3nncn3n2)cc1)c1ccccc1Cl,11,2,/,-8,0.2,/,4,/
COc1ccc(OC)c(S(=O)(=O)Nc2ccc3c(c2)N(C(C)=O)CCC3)c1,6,-6,/,-9,0.2,-17,-4,-7
Cc1ccccc1C(=O)NC1CCN(Cc2ccccc2)CC1,0,-20,/,-10,0.8,/,-10,/
COc1ccc(-c2[nH]ncc2CN2CCN(C(=O)c3ccco3)CC2)cc1F,5,-8,/,-1,0.1,4,2,-9
C[C@@H]1CN([C@@H](C)CO)C(=O)c2cc(Br)cnc2O[C@@H]1CN(C)C(=O)CN(C)C,-6&2,5&-2,-0.2&-0.2,-3&3,-0.2&0.1,2,-4&-8,-8&0
CCCNC(=O)N1CC2(C1)CN(C(=O)CN1CCOCC1)[C@@H](CO)c1[nH]c3cc(OC)ccc3c12,1,-8,-0.3,-9,0.0,/,-8,/
COc1cccc(NC(=O)Nc2ccccc2C(N)=O)c1,-8,0,-0.1,-16,-0.1,/,10,24
O=C1c2cccnc2C(=O)N1Cc1ccc(S(=O)(=O)N2CCOc3ccccc32)cc1,7,17,/,-3,0.2,0,-4,-3
O=C(CSc1ccccc1)Nc1ccc(Cl)c(S(=O)(=O)N2CCOCC2)c1,8,1,-0.3,-10,0.0,5,-2,0
CCCN1C[C@H](C)[C@H](OC)CN(C)C(=O)c2ccc(NC(=O)Nc3c(C)noc3C)cc2OC[C@H]1C,-9,-1,0.0,-5,0.3,-3,1,0
CCOCCCNC(=O)C(c1ccc(C)cc1)N1CCOCC1 (configuration not stated),-10,-4,3.0,-12,0.2,-4,-2,-3
O=C(c1cccc(S(=O)(=O)N2CCOCC2)c1)N(Cc1ccc(F)cc1)Cc1ccco1,-14,5,0.5,-5,0.0,/,1,/
CCOP(=O)(CC(C(C)=O)C(O)c1ccccc1)OCC (configuration not stated),-16,-1,0.1,8,0.0,-4,5,1
COC(=O)c1ccc(CSc2nnc(NC(C)C)s2)o1,2,/,/,-5,0.0,/,-3,7
Cc1ccc(S(=O)(=O)N2CCC(C(=O)OCC(=O)NCCc3ccccc3)CC2)cc1C,9,8,0.7,-3,0.0,/,0,/
O=C(COC(=O)COc1ccc(Br)cc1)NCC1CCCO1 (configuration not stated),13,13,-0.1,-15,-0.1,4,3,2
O=C(CNC(=O)c1cccs1)NCCc1ccco1,-11,-6,0.2,-10,0.0,1,-2,1
Cc1nc(N2CCCCCC2)c2ccccc2n1,11,-1,-0.1,-53,0.0,-7,-8,-4
S=c1[nH]nc(-c2ccco2)n1/N=C/C=C/c1ccco1,/,1,0.0,-18,0.0,/,0,/
Cc1cc(C)c2c(=O)c(/C=C3\NC(=S)NC3=O)coc2c1,-4,1,/,-10,-0.1,/,-7,/
CCC(=O)c1ccc(OCC(=O)OCC(=O)NC2CCCC2)cc1,2,-3,/,-1,0.2,/,0,/
O=C(c1cccc(F)c1)N1C[C@H]2[C@@H](c3ccccc31)[C@@H](CO)N2C(=O)Cc1ccccc1,12,/,-0.1,3,0.3,-2,1,-5
Cc1noc(C)c1S(=O)(=O)Nc1ccc2c(c1)C(=O)N([C@H](C)CO)C[C@H](C)[C@H](CN(C)Cc1ccc3c(c1)OCO3)OCCCC[C@H](C)O2,-6,/,-0.1,11,0.3,-2,-32,0
CC(=O)c1ccc(NC(=O)CCCCCn2nnc3ccccc3c2=O)cc1,-21,2,1.0,-23,0.1,-4,-6,-8
CN(C)CCCN(C(=O)c1ccc(S(=O)(=O)N2CCCCCC2)cc1)c1nc2ccc(F)cc2s1,-2,4,-0.8,2,-0.1,17,1,5

# Just FN deposit inh, Xi reactivation and S100A4 inh HTS (two entries from above):
SMILES	FN deposit inh	Xi reactivation	S100A4 inh HTS
O=C(CNC(=O)c1cccs1)NCCc1ccco1	-6	0.0	-2
Cc1nc(N2CCCCCC2)c2ccccc2n1	-1	0.0	-8

# Additional compounds
SMILES,EWS-Fli inh,FN deposit inh,E-sel inducer,RAD52 inh,Xi reactivation,RAD54 branch,S100A4 inh HTS,esBAF inh
Cc1nnc(NC(=O)CSc2nnc(CC(=O)Nc3ccccc3F)n2C)s1,0,-6,/,-1,0.0,-10,-1,-2
CCN(C(=O)COC(=O)/C=C/c1c(C)nn(-c2ccccc2)c1C)C1CCS(=O)(=O)C1 (configuration not stated),-6,-2,0.2,-4,-0.2,4,9,9
C[C@@H]1CN([C@@H](C)CO)C(=O)c2cccc(NC(=O)CCCCCC(=O)Nc3ccccc3N)c2O[C@@H]1CN(C)C,-18,/,-6.2,7,0.0,/,8,/
Cc1ccc(NC(=O)CN2C(=O)N/C(=C/c3ccccc3OCc3cccc(C(=O)O)c3)C2=O)cc1,-51,3,/,1,0.1,4,4,39
CC(C)C1C(=O)N(Cc2cn(CCC3OCCCO3)nn2)CCS(=O)(=O)N1Cc1ccc(-c2cccc(CO)c2)cc1 (configuration not stated),-1,0,3.7,-9,0.3,-8,-2,-3
CN(C)CCOC1c2ccccc2-c2ccccc21,6,4,/,1,0.2,29,-3,-4
COc1ccc(C(C)=O)cc1CN1C(=O)NC2(CCCC2)C1=O,2,5,3.5,-7,0.2,3,2,-3
CC1(C(=O)NS(=O)(=O)Cc2ccccc2)CCN1C(=O)C/C=C/c1ccccc1 (configuration not stated),-8,/,-0.7,-11,0.0,3,0,-4
C/C(=N\NC(=S)Nc1ccc(C)c(C)c1)c1ccc(N2CCOCC2)cc1,0,2,1.2,-11,0.0,/,38,/
CC(C)CC(=O)/C=C/n1c(=S)oc2ccccc21,/,5,-0.2,-8,0.7,7,0,2
C/C(=N/NC(=O)CCc1c(C)n[nH]c1C)c1cccc([N+](=O)[O-])c1,-12,2,0.0,3,0.4,4,-1,/
CC(=O)Nc1ccc(S(=O)(=O)CC(=O)CS(=O)(=O)c2ccc(NC(C)=O)cc2)cc1,1,-1,5.6,-38,0.1,0,-6,/
O=C(C1CCN(S(=O)(=O)c2cccc3nonc23)CC1)N1CCCCC1,-7,-2,/,-7,0.2,5,0,-1

# From PubChem
